Screening data: PubChem, Broad Institute
ERp5 inh: inhibitors of human ERp5; Q15084; ERp5 insulin aggregation, absorbance 650 nm, 90 min; inhibition, % at 9.99 µM; 0.05% of 350,000 active;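 active = mean replicate inhibition above about 25%, with every replicate also reaching it, limit read from the data, passing the limit was not always enough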
Target sequence (Q15084 whole entry, looked up): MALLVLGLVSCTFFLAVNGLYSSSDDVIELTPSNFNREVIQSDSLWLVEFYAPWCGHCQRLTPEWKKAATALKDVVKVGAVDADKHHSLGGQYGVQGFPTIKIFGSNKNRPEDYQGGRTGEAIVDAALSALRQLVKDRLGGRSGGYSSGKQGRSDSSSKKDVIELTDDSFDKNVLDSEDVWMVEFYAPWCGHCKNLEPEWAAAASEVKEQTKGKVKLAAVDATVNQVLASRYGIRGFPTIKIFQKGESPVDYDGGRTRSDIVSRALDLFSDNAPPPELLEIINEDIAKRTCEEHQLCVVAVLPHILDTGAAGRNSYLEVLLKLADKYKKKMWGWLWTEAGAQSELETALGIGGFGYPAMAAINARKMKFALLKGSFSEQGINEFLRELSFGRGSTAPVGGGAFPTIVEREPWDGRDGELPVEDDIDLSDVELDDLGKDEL
esBAF inh: blocks esBAF chromatin remodeling in mouse ES cells; 2% of 350,000 active; reporter increase, % at 12.5 µM; Bmi1-luciferase knock-in reporter, 24 h; 100% = twice the neutral-well signal; in the data active = activation above about 40%;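 note: 0% = median of the plate's neutral control wells and 100% = double that signal; a rise in the Bmi1 reporter signal indicates esBAF inhibition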
ARNT TACC3 PPI: ARNT/TACC3 interaction disruption | AlphaScreen His-ARNT PAS-B/GST-TACC3 binding, luminescence; TACC3 fragment carries E629A point mutation | inhibition, % at 9.99 µM | 0.66% of 390,000 active | AID 623870;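 active = mean inhibition of replicates at least 50% and at least half of replicates each reaching 50%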;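 note: 0% = complete ARNT plus TACC3 wells and 100% = ARNT alone without TACC3; many hits fall short of the cut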
E-sel inducer: E-selectin induction on HUVECs; P16581; HUVEC E-selectin immunofluorescence imaging; normalized: neutral wells 0, TNF-alpha wells 100; activation, % at 7.58 µM; 0.37% of 260,000 active; AID 686992;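 active = mean E-selectin-positive cell signal at least 10% of the positive control, reached in at least 60% of replicates, without over 20% cell loss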;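 note: in these data hits start at about 27%; measured in HUVEC primary endothelial cells; signal is the percent of cells scored E-selectin positive by PE staining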
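Read-out basis: % PE-positive cells; Test system: HUVEC primary endothelial cells; Technique: immunofluorescence imaging; Dosing: single-point compound dose.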
PglD DTNB: blocks C. jejuni PglD acetyltransferase activity. purified PglD enzyme, DTNB colorimetric CoA detection. inhibition, % at 12.5 µM. 0.098% of 360,000 active. AID 602405; in the data active = inhibition above about 16%, passing the limit was not always enough; note: strong numbers were not always called active
RAD54 inh: blocks human RAD54 Holliday junction branch migration | FAM/BHQ fluorescence | inhibition, % at 10.4 µM | 0.14% of 360,000 active;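 active = mean normalized replicate activity at least 40 and at least half of replicates scoring 40 or more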;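 note: 0% = median of neutral control wells and 100% = median of positive control wells; inhibitors cause a drop in the FAM fluorescence signal; in these data hits start at about 50%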
Casp6 inh: inhibitors of human caspase-6. P55212. 0.53% of 350,000 active. AID 686996. inhibition, % at 12.5 µM. purified caspase-6, Z-VEID-R110 cleavage fluorescence;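 active = mean inhibition across replicates at least about 35%, with every replicate also reaching that limit, limit read from the data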;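 note: 0% = median of neutral control wells and 100% = no fluorescence left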
RAD52 anneal inh: blocks human RAD52 DNA annealing. P43351. 0.46% of 360,000 active. inhibition, % at 18.7 µM. recombinant RAD52 DNA annealing, FRET fluorescence. AID 651710;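 active = every replicate showing at least 50% inhibition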
Target sequence (P43351 whole entry, looked up): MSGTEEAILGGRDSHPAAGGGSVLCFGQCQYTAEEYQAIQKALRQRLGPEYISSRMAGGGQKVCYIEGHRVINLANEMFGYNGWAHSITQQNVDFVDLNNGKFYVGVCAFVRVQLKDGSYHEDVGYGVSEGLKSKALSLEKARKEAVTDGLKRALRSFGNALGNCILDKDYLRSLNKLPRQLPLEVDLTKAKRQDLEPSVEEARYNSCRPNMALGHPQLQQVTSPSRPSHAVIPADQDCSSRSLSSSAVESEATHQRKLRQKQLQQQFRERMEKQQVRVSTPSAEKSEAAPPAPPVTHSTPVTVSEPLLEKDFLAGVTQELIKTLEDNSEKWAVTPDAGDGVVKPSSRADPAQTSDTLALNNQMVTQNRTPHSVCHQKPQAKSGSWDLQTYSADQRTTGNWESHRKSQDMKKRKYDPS
Active calls of the source: *; · = not tested or not shown; & = joins results of further samples. Rows were taken by chance; any-hit rate near 3.2%.

SMILES	ERp5 inh	esBAF inh	ARNT TACC3 PPI	E-sel inducer	PglD DTNB	RAD54 inh	Casp6 inh	RAD52 anneal inh
CC(C)CC1Nc2ncnc(N3CCOCC3)c2N(Cc2ccccc2)C1=O (centres undefined)	0.9&4.0	-2.0&-4.7	-3.1	0.0&0.0	-2.9&-5.9	-9.4&-2.7	-0.9&0.8	-8.1&-6.2
COc1cc(C(=O)OCC(=O)Nc2cccc(S(=O)(=O)N3CCOCC3)c2)ccc1OCC(C)C	0.8	·	·	-0.1	·	·	1.7	-12.7
COc1ccc(C2=NOC3(CC(=O)N(c4ccc(C)cc4)C3=O)C2)cc1 (centres undefined)	·	9.7	-17.3	·	0.6	3.2	·	·
COc1cccc(C(=O)Nc2ccc3nc4n(c(=O)c3c2)CCCC4)c1	6.1	25.3	6.2	0.0	2.6	-16.3	0.1	-15.9
CCn1cc(/C=C/C(=O)c2ccc(O)cc2)c(C)n1	-2.3	·	0.9	0.6	·	·	-6.5	9.4
Cc1noc(C)c1NC(=O)N(C)C[C@@H]1Oc2c(NC(=O)Nc3ccc(C(F)(F)F)cc3)cccc2C(=O)N([C@H](C)CO)C[C@@H]1C	-2.5	2.0	3.8	-0.1	-0.1	-1.6	-0.3	6.5
Cc1ccc(S(=O)(=O)NCC(c2cccnc2)N2CCN(Cc3ccccc3)CC2)cc1 (centres undefined)	-5.4	-5.4	2.4	0.4	1.0	-7.4	-23.9	-27.7
CCc1ccc(N2CC(C(=O)Nc3ccc(S(=O)(=O)N4CCCCC4)cc3)CC2=O)cc1 (centres undefined)	-4.8	·	15.9	0.0	0.0	6.7	-0.3	-11.7
O=C(Cc1ccccc1)NN1C(=O)/C(=C/c2ccccc2C(=O)O)SC1=S	-1.7	·	2.8	·	0.8	-1.4	61.9*	-8.8
CC(=O)N/C(=N/c1nc(C)cc(C)n1)Nc1ccc(NC(C)=O)cc1	·	-1.9	-12.0	·	0.1	-1.2	·	·
CCCNC(=O)N1C[C@@H]2[C@H](c3ccccc31)[C@H](CO)N2C(=O)C1CCOCC1	3.5	1.2	-4.4	0.6	0.7	-10.9	·	·
COc1cc(OC)cc(C(=O)NCCSC2CCCCC2)c1	3.8	·	6.5	·	·	·	0.5	-4.1

A few values from the list:
CC(C)CC1Nc2ncnc(N3CCOCC3)c2N(Cc2ccccc2)C1=O (centres undefined) in E-sel inducer reads 0.0&0.0
CCn1cc(/C=C/C(=O)c2ccc(O)cc2)c(C)n1 in E-sel inducer reads 0.6
CCCNC(=O)N1C[C@@H]2[C@H](c3ccccc31)[C@H](CO)N2C(=O)C1CCOCC1 in esBAF inh reads 1.2
O=C(Cc1ccccc1)NN1C(=O)/C(=C/c2ccccc2C(=O)O)SC1=S in ARNT TACC3 PPI reads 2.8
COc1cc(OC)cc(C(=O)NCCSC2CCCCC2)c1 in Casp6 inh reads 0.5

Carrying on:
SMILES	ERp5 inh	esBAF inh	ARNT TACC3 PPI	E-sel inducer	PglD DTNB	RAD54 inh	Casp6 inh	RAD52 anneal inh
N#Cc1ccc(C(=O)N(Cc2ccco2)c2c(N)n(Cc3ccccc3)c(=O)[nH]c2=O)cc1	-7.3	-3.6	-1.7	·	-0.3	-1.1	2.8	-13.8
C[C@@H](NCCc1ccc(O)cc1)[C@@H](O)c1ccc(O)cc1	-3.5	1.8	5.7	0.1	4.0	-9.5	-4.2	-3.3
Cc1ccc(S(=O)(=O)N(C)C[C@@H]2OCc3ccccc3-c3c(n(C)c4ccccc34)C(=O)N([C@@H](C)CO)C[C@H]2C)cc1	-2.2	-5.4	13.1	-0.1	-0.1	2.8	2.7	29.7
COc1ccccc1C(c1nnnn1C(C)(C)C)N1CCN(Cc2ccccc2)CC1 (centres undefined)	·	-1.0	1.3	·	-5.1	-1.8	·	·
CCOC(=O)C1CCN(C(c2cc3ccc(C)c(C)c3[nH]c2=O)c2nnnn2C2CCCCC2)CC1 (centres undefined)	·	-2.0	2.0	·	-6.2	0.1	·	·
O=S1(=O)N[C@@H](Cc2ccccc2)COc2cccc(N3CCN(Cc4ccccc4F)CC3)c21	3.4	·	·	4.7	·	·	-0.3	-25.4
OC[C@@H]1CN(Cc2ccco2)C[C@H](n2cnc3c(N4CCN(c5ccccc5)CC4)ncnc32)O1	-3.4	-5.9	·	0.0	-2.0	8.1	-2.4	-23.8
Cc1c(NC(=O)c2noc(C(C)C)c2[N+](=O)[O-])c(=O)n(-c2ccccc2)n1C	9.2	-6.4	-6.2	-0.2	0.5	2.5	-1.3	-0.2
Cc1ccccc1S(=O)(=O)N1CC(=O)N2[C@H](CO)[C@H](c3ccc(C#CCC4CCCC4)cc3)[C@@H]2C1	2.2	·	·	-0.4	·	·	-1.3	-20.9
CCc1noc(C)c1C(=O)OCC(=O)NCc1ccccc1	-8.2	-3.3	2.0	·	-5.2	-13.2	-1.0	-9.7
CCOC1=C2[C@H]([C@H]3C(=O)N(c4ccccc4)C(=O)[C@H]3C1)[C@@H](C(C)C)N(S(=O)(=O)c1ccc(C)cc1)[C@H]2c1ccccc1	2.7	9.4	·	·	7.2	1.2	-1.8	-4.4
CCOC(=O)[C@]12Cc3c(cc(OC)c(OC)c3OC)[C@H]1N(Cc1ccccc1)C(=O)c1cc(F)c(F)cc12	-9.4	·	·	-0.1	·	·	2.1	-11.1
COc1cccc(CN(C)C[C@@H]2OCc3cnnn3CCCC(=O)N([C@@H](C)CO)C[C@@H]2C)c1	4.2	-4.4	-5.8	0.1	-1.1	-24.3	2.4	-14.0
COc1cc(C(C)=O)ccc1COc1ccc(C(=O)OCC(=O)NC(C)(C)C)cc1OC	1.5	·	-14.0	0.3	·	·	2.1	1.9
COc1ccccc1Nc1nc(N)nc(CCl)n1	0.2	·	-1.5	-0.2	-2.4	2.0	4.6	-1.8
O=C(/C=C/c1ccc(-c2cccc([N+](=O)[O-])c2)o1)N1CCOCC1	-4.4	·	·	·	2.1	-8.3	0.3	-31.7
COc1ccc(Cl)c(-c2cc(C(=O)NC(C)C)[nH]n2)c1	2.7	-2.4	·	0.1	-2.4	1.3	1.1	-17.9
CCOC(=O)C1CCCN(S(=O)(=O)c2cc(OCC(N)=O)c(C)cc2Cl)C1 (centres undefined)	·	14.3	3.2	0.2	-0.1	-6.2	·	·
Cn1c(O)c(C=NCCCCCC(=O)O)c(=O)n(C)c1=O	-4.6	-6.6	-2.1	-0.2	7.6	7.0	0.8	2.5
O=C(NCCc1ccncc1)[C@H]1N[C@H]2c3ccc(/C=C/c4ccccc4)c(=O)n3C[C@H]2[C@@H]1CO	0.1	2.8	-3.8	-0.2	-1.7	5.0	-1.4	-18.9
Cc1ccc(C2CC2C(=O)NNC(=S)Nc2cccc(C)c2)cc1 (centres undefined)	·	1.8	13.3	·	3.7	0.3	·	·
CCCn1c(CC)nc([N+](=O)[O-])c1Sc1ccc(C)cc1	·	12.6	-14.7	·	-1.4	-1.1	·	·
CC(C)(C)OC(=O)N[C@@H](Cc1ccccc1)c1nnc(SCC(N)=O)o1	6.0	2.9	-3.0	2.3	·	·	0.8	-5.8
Cn1nc(C(=O)N2CCN(c3ccc([N+](=O)[O-])cc3)CC2)c2c1-c1ccccc1S(=O)(=O)C2	·	-0.8	-1.6	·	0.2	-5.1	·	·

Sorted by value in ARNT TACC3 PPI (low to high): some entries from above
| SMILES | ARNT TACC3 PPI |
| --- | --- |
| CCCn1c(CC)nc([N+](=O)[O-])c1Sc1ccc(C)cc1 | -14.7 |
| COc1cc(C(C)=O)ccc1COc1ccc(C(=O)OCC(=O)NC(C)(C)C)cc1OC | -14.0 |
| CCOC(=O)C1CCCN(S(=O)(=O)c2cc(OCC(N)=O)c(C)cc2Cl)C1 (centres undefined) | 3.2 |

The list continues:
SMILES	ERp5 inh	esBAF inh	ARNT TACC3 PPI	E-sel inducer	PglD DTNB	RAD54 inh	Casp6 inh	RAD52 anneal inh
O=C(Nc1ccc(S(=O)(=O)N2CCOCC2)cc1)c1cc(-c2cc(Cl)ccc2O)n[nH]1	-3.8	3.4	-85.7	4.9	·	·	0.5	-3.3
O=C(OCc1cnc(Cl)s1)c1cccs1	4.3	-8.7	1.8	·	1.7	-5.5	-1.0	-6.2
CCOC(=O)c1sc2nc(CN3CCN(c4cccc(C(F)(F)F)c4)CC3)[nH]c(=O)c2c1C	1.5	·	·	-7.8	·	·	-4.3	-81.3
C[C@@H]1CN([C@@H](C)CO)C(=O)c2cc(NC(=O)Nc3ccc4c(c3)OCO4)ccc2O[C@@H]1CN(C)Cc1ccccc1	-3.2	7.1	7.2	0.0	-3.2	-2.1	0.9	3.3
COc1cccc(CN(C)C[C@H]2OCc3cnnn3CCCC(=O)N([C@@H](C)CO)C[C@H]2C)c1	0.7	-3.2	-6.0	0.0	1.5	17.0	-1.5	-3.0
CCC(=O)Nc1nnc(S(=O)(=O)N(C)c2ccccc2)s1	2.1	-5.2	23.3	·	4.7	-44.7	-4.4	-13.8
Cc1nnc2c3ccccc3ccn12	3.1	·	-4.4	0.1	·	·	-0.2	-1.8
COC(=O)C[C@@H]1CC[C@@H]2[C@@H](COc3ccc(NC(=O)c4cscn4)cc3C(=O)N2C)O1	1.6	3.3	8.3	0.1	-1.5	-3.5	-1.0	11.0
CN1N=C(C(F)(F)F)CC1=O	-3.2	·	-0.4	2.1	·	·	-2.5	-12.4
Cc1ccc(S(=O)(=O)CCC(=O)Nc2nc(C(C)(C)C)cs2)cc1	-0.7	3.2	3.0	1.0	0.3	-5.8	3.0	-13.3
CC1CN(Cc2nc3c(c(=O)n(C)c(=O)n3C)n2CC(O)CO)CC(C)O1 (centres undefined)	·	-8.4	-6.6	·	-0.3	-1.9	·	·
COc1ccc(CCNC(=O)CSc2nnc3ccc(-c4cccnc4)nn23)cc1	-3.8	-0.3	8.7	·	3.6	-2.0	-3.1	-10.3
CCOC(=O)/C(C#N)=C/c1c(N2CCN(c3ccccc3)CC2)nc2ccccn2c1=O	1.0	20.9	8.6	-0.1	2.8	-3.6	-2.2	-127.0
C[C@H]1CN([C@@H](C)CO)C(=O)c2cccc(NC(=O)Nc3ccc4c(c3)OCO4)c2O[C@H]1CN(C)Cc1ccccc1	0.0	0.2	9.0	0.9	-4.0	-2.8	4.0	·
CC(C)NC(=O)N1CC(=O)N2[C@H](C1)[C@@H](c1ccc(C#CCN(C)C)cc1)[C@@H]2CO	1.5	·	·	-0.1	·	·	0.2	-20.9
C=CCn1c(SCC(=O)N2CCCC2)nc2c([nH]c3ccccc32)c1=O	-0.5	·	-6.0	0.0	6.5	-5.9	-3.2	-9.6
CCN(CC)S(=O)(=O)c1ccc2[nH]c(=O)cc(C(=O)Nc3ccc(C)cc3)c2c1	-0.1	-3.3	-3.4	·	5.9	1.9	·	-10.6
CO[C@@H]1CN(C)C(=O)c2ccc(NC(=O)c3nc4ccccc4s3)cc2OC[C@H](C)N(Cc2cncnc2)C[C@H]1C	15.5	23.7	-2.5	0.0	-2.1	10.0	0.5	4.6

Whole records, looked up by structure. Order of values: ERp5 inh | esBAF inh | ARNT TACC3 PPI | E-sel inducer | PglD DTNB | RAD54 inh | Casp6 inh | RAD52 anneal inh
Profile of `CO[C@@H]1CN(C)C(=O)c2ccc(NC(=O)c3nc4ccccc4s3)cc2OC[C@H](C)N(Cc2cncnc2)C[C@H]1C` = 15.5 | 23.7 | -2.5 | 0.0 | -2.1 | 10.0 | 0.5 | 4.6
Profile of `CC(C)NC(=O)N1CC(=O)N2[C@H](C1)[C@@H](c1ccc(C#CCN(C)C)cc1)[C@@H]2CO` = 1.5 | · | · | -0.1 | · | · | 0.2 | -20.9
Profile of `C=CCn1c(SCC(=O)N2CCCC2)nc2c([nH]c3ccccc32)c1=O` = -0.5 | · | -6.0 | 0.0 | 6.5 | -5.9 | -3.2 | -9.6
Profile of `CCN(CC)S(=O)(=O)c1ccc2[nH]c(=O)cc(C(=O)Nc3ccc(C)cc3)c2c1` = -0.1 | -3.3 | -3.4 | · | 5.9 | 1.9 | · | -10.6
Profile of `C[C@H]1CN([C@@H](C)CO)C(=O)c2cccc(NC(=O)Nc3ccc4c(c3)OCO4)c2O[C@H]1CN(C)Cc1ccccc1` = 0.0 | 0.2 | 9.0 | 0.9 | -4.0 | -2.8 | 4.0 | ·
